# Assay outcomes (PubChem BioAssay)
# GSH bead fluor: compound fluoresces at 488/530 nm on GSH beads. GSH beads flow cytometry, compound fluorescence 488/530 nm; hits give high values. fluorescence (KMESF) at 10 µM. 190,000 compounds, 0.25% hits. AID 1776; in the data active = fluorescence above about 89;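 also: glutathione beads carrying GST-tagged Bcl family fusion proteins plus one bare bead set; values are compound well signal with DMSO vehicle wells as background; inactives centre near 16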
# Bcl-2 Bim block: human Bim-Bcl-2 interaction inhibition; inhibition, % at 10 µM; P10415; 190,000 compounds, 0.06% hits; Bead-based flow cytometry, Bim peptide-Bcl-2 binding; in the data active = inhibition above about 40%; inconclusive = no clear call, values can overlap the other calls;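 also: 0% = no compound wells with probe peptide and 100% = reference peptide inhibitor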
# Target sequence (P10415 whole entry, looked up): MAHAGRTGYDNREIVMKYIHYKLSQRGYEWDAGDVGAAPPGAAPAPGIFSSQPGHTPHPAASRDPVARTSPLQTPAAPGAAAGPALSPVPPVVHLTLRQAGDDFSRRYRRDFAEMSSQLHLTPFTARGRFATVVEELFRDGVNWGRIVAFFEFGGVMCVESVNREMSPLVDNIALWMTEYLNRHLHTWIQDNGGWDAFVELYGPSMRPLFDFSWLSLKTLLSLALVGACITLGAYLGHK
# RGS7-Gao reg: regulators of human RGS7-Galphao interaction. P09471. Multiplexed bead flow cytometry, RGS7-Galphao binding; actives lie on both sides. binding response (% of control), % at 10 µM. 220,000 compounds, 0.35% hits. AID 1439; in the data active = binding response below about 49% or above about 150%; inconclusive = no clear call, values can overlap the other calls; inactive = in between;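 also: fluorescent Galphao held in activated GDP-AlF4 state binding bead-coupled RGS7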
# Target sequence (P09471 whole entry, looked up): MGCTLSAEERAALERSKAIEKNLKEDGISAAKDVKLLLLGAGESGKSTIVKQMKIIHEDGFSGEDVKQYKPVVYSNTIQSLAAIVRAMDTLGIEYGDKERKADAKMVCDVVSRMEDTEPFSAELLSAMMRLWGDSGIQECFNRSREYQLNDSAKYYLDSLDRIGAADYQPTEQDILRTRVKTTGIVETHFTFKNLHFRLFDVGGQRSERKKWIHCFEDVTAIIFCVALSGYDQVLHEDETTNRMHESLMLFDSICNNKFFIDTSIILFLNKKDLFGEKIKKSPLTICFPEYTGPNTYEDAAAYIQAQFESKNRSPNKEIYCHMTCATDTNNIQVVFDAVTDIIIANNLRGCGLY
# Bim-Bcl-B: disrupts Bim peptide binding to human Bcl-B; Q9HD36; bead-based flow cytometry; inhibition, % at 10 µM; 190,000 compounds, 0.073% hits; AID 951;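 also: 0% = tracer peptide without compound and 100% = reference inhibitor peptide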
# Target sequence (Q9HD36 whole entry, looked up): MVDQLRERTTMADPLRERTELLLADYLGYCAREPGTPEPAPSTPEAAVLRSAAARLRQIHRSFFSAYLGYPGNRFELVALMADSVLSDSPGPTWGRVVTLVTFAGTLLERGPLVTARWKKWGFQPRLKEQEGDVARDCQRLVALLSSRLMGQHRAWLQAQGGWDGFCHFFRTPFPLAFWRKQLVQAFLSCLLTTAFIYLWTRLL
# ABCB1 inh: inhibitors of human ABCB1 transporter, ABCG2 counter-screen; CCRF-Adr cells, JC-1 efflux, flow cytometry; inhibition, % at 6.6 µM; 190,000 compounds, 0.067% hits; AID 1326; in the data active = inhibition above about 40%;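 also: 0% = vehicle and 100% = reference inhibitor; higher value means more JC-1 retained so stronger ABCB1 efflux block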
# Bim-Bfl-1: inhibitors of Bim-Bfl-1 interaction, human. Q16548. Bead-based flow cytometry, Bim-Bfl-1 binding inhibition. inhibition, % at 10 µM. 190,000 compounds, 0.12% hits. AID 1008;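 also: 0% = wells without compound plus tracer and 100% = blocker peptide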
# Bcl-XL Bim block: human Bim-Bcl-XL interaction inhibition. Bim peptide-Bcl-XL binding, bead flow cytometry, fluorescence. 190,000 compounds, 0.04% hits. inhibition, % at 10 µM. Q07817
# RGS4-Gao reg: human RGS4-Galphao interaction regulation; P09471; Multiplexed bead flow cytometry, RGS4-Galphao binding; actives lie on both sides; binding response (% of control), % at 10 µM; 220,000 compounds, 0.33% hits; in the data active = binding response below about 49% or above about 150%; inactive = in between;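 also: fluorescent Galphao activated with aluminum fluoride binding bead-coupled RGS4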
# Avidin fluor: compound fluoresces at 488/530 nm on avidin beads; 220,000 compounds, 0.38% hits; fluorescence (KMESF) at 10 µM; compound fluorescence 488/530 nm, flow cytometry; hits give high values; in the data active = fluorescence above about 47; also: inactives centre near 10
# Bim-Bcl-W: inhibitors of Bim-Bcl-W interaction, human | bead-based flow cytometry, Bim peptide-Bcl-W binding | inhibition, % at 10 µM | 190,000 compounds, 0.02% hits | AID 952;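 also: 0% = bound tracer without compound and 100% = peptide blocker; higher means less fluorescent Bim peptide bound to Bcl-W beads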
# Target sequence (Q92843 whole entry, looked up): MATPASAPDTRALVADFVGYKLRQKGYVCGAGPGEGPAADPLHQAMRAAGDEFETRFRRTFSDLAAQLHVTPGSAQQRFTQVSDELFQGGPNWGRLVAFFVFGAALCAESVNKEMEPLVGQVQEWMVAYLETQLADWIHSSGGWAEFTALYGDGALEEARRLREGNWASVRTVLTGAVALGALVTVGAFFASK
# ABCG2 block: blocks JC-1 efflux by human ABCG2 transporter. IgMXP3 cells, flow cytometry. inhibition, % at 6.6 µM. 190,000 compounds, 0.1% hits. AID 1325;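 active = inhibition above 80%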;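 also: 0% = DMSO and 100% = nicardipine control wells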
#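 material = IgMXP3 (ABCG2) plus far-red-tagged CCRF-Adr (ABCB1) cells | amount = 3 million cells/mL, equal mix of both lines | also added = JC-1 transporter substrate | dosing = one concentration, 6.6 µM final | schedule = 10 min at 25 °C | measured by = flow cytometric JC-1 green MFI at 530 nm | read-out basis = percent efflux inhibition, scaled nicardipine 100% to DMSO 0%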
# An asterisk follows results filed as active; ? = inconclusive. Rule as the data show it, unless noted: active = inhibition above about 40%.
SMILES,GSH bead fluor,Bcl-2 Bim block,RGS7-Gao reg,Bim-Bcl-B,ABCB1 inh,Bim-Bfl-1,Bcl-XL Bim block,RGS4-Gao reg,Avidin fluor,Bim-Bcl-W,ABCG2 block
Cc1ccc(-c2cc(C(=O)N3CCC4(CC3)OCCO4)no2)cc1,9,-2,88,-4,1.1,-9,-5,95,3,-5,5
CCCCNC(=O)Nc1ccc(C(O)(C(=O)OC)C(F)(F)F)cc1 (stereo unspecified),12,3,91,1,0.4,-1,2,92,21,1,6
CC(c1ccc(F)cc1)n1cc(C(=O)NCc2ccc3c(c2)OCO3)nn1 (stereo unspecified),16,-9,98,-6,0.2,-10,-4,97,6,1,1
COc1ccc(CCn2c(O)c(C=NCCCO)c(=O)[nH]c2=O)cc1OC,15,-7,97,-6,0.6,-9,-2,100,16,0,13
O=C(O)c1cccc2nc3ccccc3nc12,15,4,105,-4,0.5,0,1,102,11,3,0
CCCC1=C(C(=O)OCC)C2(C(=O)Nc3ccccc32)C(C#N)=C(N)O1 (stereo unspecified),25,-5,92,-2,0.2,-2,-6,92,12,-1,3
CCCCn1c(NS(=O)(=O)c2ccccc2)c(C(=O)OCC)c2nc3ccccc3nc21,24,1,111,-3,-0.3,0,1,108,18,3,-4
CCOC(=O)c1sc(/N=C/c2c(O)n(-c3cccc(C)c3)c(=O)[nH]c2=O)c(C#N)c1C,14,-8,97,-11,-0.2,-3,-6,100,18,-5,-2
CCOC(=O)c1c(C)n(Cc2ccco2)c2ccc(OC)cc12,29,-10,104,-9,-0.8,-13,-9,109,5,-3,2
O=C(Nc1ccccc1OC(=O)N1CCOCC1)N1CCOCC1,35,-8,96,-6,-0.6,-15,-4,98,13,0,-7
CC[N+](CC)(CC)CCCCCCCCCC[N+](CC)(CC)CC,19,0,99,0,0.0,-1,-2,103,12,1,0
O=C(c1ccco1)c1cn(Cc2ccccc2Cl)c2ccccc12,5,-3,100,-3,0.2,-13,-1,102,7,5,1
CNCCc1nc(N)n[nH]1,12,-2,99,-7,0.3,-11,0,101,12,1,2
CCOC(=O)C1C(=O)N(C)C2(C)CC1c1ccccc1O2 (stereo unspecified),63,0,100,0,0.5,0,0,96,15,2,1
CN(C)C(Cc1ccccc1)C(=O)c1ccc(-c2ccccc2)cc1 (stereo unspecified),23,-1,103,-3,1.1,-2,0,105,28,-4,6
CN(C)c1ccc2c(c1)N=C(c1ccco1)OP2(=S)N1CCOCC1 (stereo unspecified),4,-5,107,-11,0.0,15,-6,99,4,3,0
CCNc1cc(N2CCN(C)CC2)ccc1[N+](=O)[O-],17,0,?,-6,0.0,-3,-5,96,10,-1,1
O=c1c2ccccc2nc(-c2ccco2)n1-c1nccs1,16,0,97,0,0.2,-3,0,99,12,-1,2
CN1C[C@H](CNC(=O)OCc2ccccc2)C[C@@H]2c3cccc4c3c(cn4C)C[C@H]21,21,0,99,-3,0.4,0,-1,102,10,0,0
CC(Cc1ccccc1)NC(=O)/C=C/c1ccc(Cl)cc1 (stereo unspecified),10,0,106,-4,-0.1,-5,0,102,10,0,8
CCCC(C)C1(CC)C(=O)NC(=Nc2ccccc2)NC1=O (stereo unspecified),18,-1,103,-9,0.2,-4,-3,104,7,0,0
O=P(Nc1c(Cl)cccc1Cl)(c1ccccc1)c1nc2c(s1)CCCC2 (stereo unspecified),11,-2,100,0,0.8,-2,1,96,12,-3,4
CC(C)Oc1ccc(CCN)cc1Cl,16,-1,100,-5,0.5,-11,-2,101,14,-6,11
CC(C)Oc1cccc(C(=O)C2CCCN(Cc3ccon3)C2)c1 (stereo unspecified),17,-2,91,-1,0.0,-3,1,92,8,-3,0
C=CCNC(=S)/N=C/c1c(O)[nH]c(=O)[nH]c1=O,19,-2,?,-5,-1.5,-2,-1,99,10,2,-10

# Exported with values under each structure: 2 of the compounds above
# Below each compound – GSH bead fluor, Bcl-2 Bim block, RGS7-Gao reg, Bim-Bcl-B, ABCB1 inh, Bim-Bfl-1, Bcl-XL Bim block, RGS4-Gao reg, Avidin fluor, Bim-Bcl-W, ABCG2 block
CNCCc1nc(N)n[nH]1
    12, -2, 99, -7, 0.3, -11, 0, 101, 12, 1, 2
CCOC(=O)C1C(=O)N(C)C2(C)CC1c1ccccc1O2 (stereo unspecified)
    63, 0, 100, 0, 0.5, 0, 0, 96, 15, 2, 1

# Shown as tab-separated lines: two of the compounds above
canonical_smiles	GSH bead fluor	Bcl-2 Bim block	RGS7-Gao reg	Bim-Bcl-B	ABCB1 inh	Bim-Bfl-1	Bcl-XL Bim block	RGS4-Gao reg	Avidin fluor	Bim-Bcl-W	ABCG2 block
CCCCn1c(NS(=O)(=O)c2ccccc2)c(C(=O)OCC)c2nc3ccccc3nc21	24	1	111	-3	-0.3	0	1	108	18	3	-4
CCOC(=O)c1sc(/N=C/c2c(O)n(-c3cccc(C)c3)c(=O)[nH]c2=O)c(C#N)c1C	14	-8	97	-11	-0.2	-3	-6	100	18	-5	-2

# Further structures follow:
SMILES,GSH bead fluor,Bcl-2 Bim block,RGS7-Gao reg,Bim-Bcl-B,ABCB1 inh,Bim-Bfl-1,Bcl-XL Bim block,RGS4-Gao reg,Avidin fluor,Bim-Bcl-W,ABCG2 block
Cc1ccccc1NP(=O)(Oc1ccccc1F)Oc1ccccc1F,13,12,75,9,0.5,18,17,77,6,15,-2
C=C1C2C[C@H](O)C(C)(C)[C@@]2(O)[C@H](O)C[C@]23C[C@@](C)(O)[C@H](CC[C@H]12)[C@H]3OC(C)=O (stereo partly specified),18,0,105,1,-0.2,-2,0,105,7,1,-3
O=Cc1cn(Cc2ccc([N+](=O)[O-])cc2)c2ccccc12,14,18,119,0,0.6,16,15,117,15,9,6
C[C@]12CCC(=O)C=C1CC[C@@H]1[C@@H]2C(=O)C[C@]2(C)C(=O)CC[C@@H]12,20,0,99,-1,0.0,-2,-2,101,10,-1,0
CCC(=NCCc1c[nH]c2ccccc12)c1c(O)n(C)c(=O)n(C)c1=O,39,-6,100,-5,2.6,-12,-8,102,9,0,7
CC(N=Cc1c(O)[nH]c(=O)[nH]c1=O)c1ccccc1 (stereo unspecified),25,-3,106,-6,1.2,-3,1,105,28,0,5
CCC(=O)OC1(c2ccccc2)C(C)CN(C)CC1C (stereo unspecified),25,0,99,-2,0.2,1,-2,100,10,-1,1
Cc1c(N=Nc2c(O)n(Cc3ccccc3)c(=O)[nH]c2=O)c(=O)n(-c2ccccc2)n1C,11,-7,102,-6,1.9,-16,-8,103,14,-4,37
COC(=O)CCCCC1SCC(NC(=O)c2ccccc2)C1Cl (stereo unspecified),52,-12,106,-5,-0.2,-16,-3,106,9,-2,0
Cn1cc2c([N+](=O)[O-])cc([N+](=O)[O-])cc2n1,14,-2,?,-5,0.5,-2,-1,99,9,0,9
Cc1nc2nc(SCC(=O)N3CCC4(CC3)OCCO4)nn2c(C)c1Cc1ccccc1,51,-4,103,-7,0.4,-4,0,109,8,0,1
O=C(c1cc2c(s1)-c1ccccc1OC2)N1CCC2(CC1)OCCO2,22,-2,97,0,0.5,-2,-1,92,18,-4,2
CCOc1ccc(N=Cc2c(O)n(C(C)(C)C)c(=O)[nH]c2=O)cc1,11,0,100,-4,1.4,-2,0,101,38,-3,8
O=C(Cn1ccc2ccccc2c1=O)NCC(=O)N1CCC2(CC1)OCCO2,23,3,104,0,-0.3,6,-2,103,9,-2,2
O=C(CN1CCOCC1)Nc1ccc(Br)cc1C(=O)c1ccccc1,15,2,93,0,1.3,3,0,90,5,1,12
NP(=O)(Oc1ccccc1Cl)Oc1ccccc1Cl,17,0,?,0,-0.1,-4,2,100,9,0,0
COc1cc(OC)c(OC)cc1/C=C1\C(=O)NC(=O)N(Cc2ccccc2)C1=O,20,-2,107,3,-1.3,-9,-2,109,9,0,-2
O=C(Cn1cnc2ccccc2c1=O)NCCC(=O)N1CCC2(CC1)OCCO2,36,-10,99,-10,1.2,-18,-9,101,13,2,0
CC(C(=O)c1c[nH]c2ccccc12)N1CCSCC1 (stereo unspecified),20,0,100,-1,-0.2,0,-1,106,8,0,0
O=C(CN1CC(c2ccccc2)CC1=O)Nc1ccccc1 (stereo unspecified),14,5,101,5,-0.1,5,1,99,21,1,-1
COc1ccc2c(c1)CC1(CN2C)C(=O)NC(=O)N(c2ccc(F)cc2)C1=O (stereo unspecified),7,6,91,1,-0.2,3,1,89,16,3,0
CN1C(=O)/C(=C/c2ccc(N3CCCCCC3)o2)C(=O)NC1=S,22,11,101,-10,0.9,9,1,100,20,2,4
Cc1cc(C=C2C(=O)N(C)C(=S)N(C)C2=O)c(C)n1C1CCCCC1,28,8,97,8,0.3,11,14,94,6,6,7
Cc1ccc[n+](CC(O)Cn2c3ccccc3c3ccccc32)c1 (stereo unspecified),9,-1,100,-5,1.5,-4,-5,102,4,-4,-4
Nc1ccncc1Cl,14,-4,?,-3,1.8,-3,0,101,13,0,5

# The list continues:
SMILES,GSH bead fluor,Bcl-2 Bim block,RGS7-Gao reg,Bim-Bcl-B,ABCB1 inh,Bim-Bfl-1,Bcl-XL Bim block,RGS4-Gao reg,Avidin fluor,Bim-Bcl-W,ABCG2 block
C=CCN1C(=O)NC(=O)C(CCc2ccncc2)(CCc2ccncc2)C1=O,13,3,101,0,1.5,-2,0,106,10,-3,2
CCC(CC)NC1CCCCC1OC (stereo unspecified),5,1,97,-4,0.1,0,-3,104,13,-2,-1
O=C(NCc1ccccn1)c1ccccc1Cl,12,0,102,0,0.1,0,1,99,6,1,0
Cn1c(O)c(C(=N)COc2cccc(Cl)c2)c(=O)n(C)c1=O,29,-10,94,-7,0.5,-16,-2,100,11,0,18
COc1cc(C)c(CN2CCN(c3ccccc3)CC2)cc1C,12,2,113,3,0.5,-1,0,115,24,0,1
Cc1ccc(-n2c(C)cc(/C=C3/C(=O)NC(=O)N(C)C3=O)c2C)cc1,12,-5,102,-13,0.7,-15,-11,101,16,-6,5
CC(C)(C)C(=O)NC1CCSC1=O (stereo unspecified),13,-3,?,-4,0.8,-4,-4,100,8,-4,1
Cc1ccc(S(=O)(=O)N2CC3CC(C2)c2cccc(=O)n2C3)cc1 (stereo unspecified),8,0,110,1,0.3,-1,0,107,11,-1,1
CC(=O)C1=C(C)OC(N)=C(C(=O)OC(C)C)C12C(=O)Nc1ccccc12 (stereo unspecified),34,-9,97,-6,0.1,-14,-7,97,14,-2,6
Cc1ccccc1NC(=S)NC(NC(=O)CF)C(Cl)(Cl)Cl (stereo unspecified),11,-1,102,-10,-0.7,0,-5,101,14,-2,-2
c1ccc(CN2CCN(Cc3ccc4c(c3)OCCO4)CC2)cc1,15,2,101,-4,0.1,0,-2,107,33,0,0
c1ccc(-c2[nH]c[n+](CC3CO3)c2-c2ccccc2)cc1 (stereo unspecified),65,-20,102,-72,0.9,-12,-38,101,12,-26,19
Cn1c(NN=O)nc2ccccc21,14,-2,100,-10,0.0,-2,-4,104,9,-4,0
Cc1cc(C=C2C(=O)NC(=S)NC2=O)c(C)n1-c1ccc2c(c1)OCO2,17,-1,94,-21,-1.0,2,-8,96,8,-3,-7
OCC#CC[N+]1(CC#Cc2ccccc2)CCCC1,20,0,92,2,0.3,0,0,98,12,3,0
CCOC(=O)C1=C(N)OC2=C(C(=O)CCC2)C12C(=O)N(CC(N)=O)c1ccccc12 (stereo unspecified),29,-1,101,-14,-7.1,4,-3,96,8,-4,-5

# The list is partial, so the mix of outcomes need not match the whole.
